MEKK3 PB1 HTS – modulators of MEKK3-MEK5 PB1 binding, primary screen, biochemical, wildtype MEKK3, multiplex bead flow cytometry, Alexa488-MEK5 | bead-based flow cytometry, Alexa488-MEK5 binding to MEKK3; actives lie on both sides; 0 = blocked by unlabeled MEK5, 100 = vehicle | hit rate 1.4% among 290,000 | binding response (% of control), % at 10 µM | Mitogen-activated protein kinase kinase kinase 3 (Homo sapiens), Q99759 | AID 1529, 2009;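 active = binding response more than 3 SD above or below the average of its plate-row segment, actives on both sides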;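 also: Alexa488 bead fluorescence after subtracting the streptavidin-only scavenger bead signal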
Target sequence (Q99759 whole entry, looked up): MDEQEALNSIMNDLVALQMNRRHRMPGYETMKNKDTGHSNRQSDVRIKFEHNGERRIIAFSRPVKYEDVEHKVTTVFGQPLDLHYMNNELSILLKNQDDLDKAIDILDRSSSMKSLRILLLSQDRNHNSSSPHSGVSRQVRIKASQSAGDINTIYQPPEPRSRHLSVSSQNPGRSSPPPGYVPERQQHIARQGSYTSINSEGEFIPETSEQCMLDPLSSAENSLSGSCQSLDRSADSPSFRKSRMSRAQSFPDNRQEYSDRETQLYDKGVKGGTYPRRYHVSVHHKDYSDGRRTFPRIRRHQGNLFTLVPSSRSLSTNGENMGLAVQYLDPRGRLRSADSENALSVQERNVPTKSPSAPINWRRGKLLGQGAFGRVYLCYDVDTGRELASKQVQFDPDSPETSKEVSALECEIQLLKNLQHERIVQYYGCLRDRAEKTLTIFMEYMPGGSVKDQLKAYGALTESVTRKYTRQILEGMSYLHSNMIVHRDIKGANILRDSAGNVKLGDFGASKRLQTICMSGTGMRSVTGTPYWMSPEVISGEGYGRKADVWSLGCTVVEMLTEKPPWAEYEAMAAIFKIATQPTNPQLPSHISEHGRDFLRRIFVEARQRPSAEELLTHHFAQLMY
NALP1 inh – NALP1 inflammasome inhibitors in reconstituted yeast, colorimetric, S. cerevisiae, triplicate retest; S. cerevisiae NALP1/ASC/caspase-1 growth, X-gal OD620, 72 h; inhibition, % at 10 µM; hit rate 0.61% among 280,000; AID 2071, 2009; in the data active = inhibition mostly above about 24%, no sharp cut-off; inactive = mostly below about 32%; also: some compounds called inactive have numbers as strong as hits
SUMO HTRF inh – inhibitors of in vitro SUMOylation cascade, primary screen, biochemical, HTRF, uHTS. SUMO-conjugating enzyme UBC9 (Homo sapiens), P63279. HTRF SUMOylation assay, SAE1/SAE2 + UBC9. inhibition, % at 35 µM. hit rate 0.36% among 290,000. AID 2006, 2009; in the data active = inhibition above about 50%, passing the limit was not always enough; also: strong numbers were not always called active
Target sequence (P63279 whole entry, looked up): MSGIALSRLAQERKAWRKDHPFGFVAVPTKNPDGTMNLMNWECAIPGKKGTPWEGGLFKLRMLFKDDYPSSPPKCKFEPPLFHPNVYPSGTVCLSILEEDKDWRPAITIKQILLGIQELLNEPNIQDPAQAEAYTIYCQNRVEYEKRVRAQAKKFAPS
p-CIP stab down – p/CIP-EGFP fusion destabilizers, primary screen, fluorescence, F442A cells; hit rate 0.01% among 290,000; decrease of EGFP signal, % at 10 µM; 16 h;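 active = EGFP signal decrease of at least 30% at 10 µM or well 3 SD below plate mean, unless failing retest; inactive = the rest, including hits failing retest or dose response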; also: some compounds called inactive have numbers as strong as hits; many of its hits are not listed in these tables
IDE cell activ – human IDE activators in live cells, primary screen, fluorescence polarization, HEK cells, FAbeta-B substrate. activation, % at 5.96 µM. FAbeta-B cleavage; 0% vehicle, 100% cell-free pure enzyme wells. Insulin-degrading enzyme (Homo sapiens), P14735. AID 493087, 2011. hit rate 0.073% among 340,000;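 active = activation above the mean of all tested compounds plus 3 SD, set per screening campaign, cut at about 17% in these data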
MEKK2 WT-MEK5 – modulators of MEK5 binding to wildtype MEKK2, primary screen, biochemical, multiplex bead flow cytometry, Alexa488-MEK5. Mitogen-activated protein kinase kinase kinase 2 (Homo sapiens), Q9Y2U5. Alexa488-MEK5 binding to MEKK2 WT; actives lie on both sides. binding response (% of control), % at 10 µM. hit rate 1.1% among 290,000; in the data active = binding response below about 67% or above about 130%
MEKK2 mut-MEK5 – MEK5 binding signal on mutant MEKK2 PB1, primary screen, biochemical, multiplex bead flow cytometry, Alexa488-MEK5. Alexa488-MEK5 binding to MEKK2 mutant. percent response, % at 10 µM. hit rate 0.35% among 290,000. AID 1530, 2009; in the data active = percent response above about 24%, passing the limit was not always enough; also: inactives centre near 1; some results filed as inactive read as strong as hits; reference of the scale not given here
PfM18AAP inh – PfM18AAP inhibitors, malaria aminopeptidase, primary screen, biochemical, QFRET, recombinant enzyme; M18 aspartyl aminopeptidase (Plasmodium falciparum 3D7); H-Glu-NHMec fluorogenic cleavage; inhibition, % at 7.35 µM; hit rate 1.2% among 290,000;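 active = inhibition above the campaign mean inhibition over all tested compounds plus 3 SD, cut at about 28% in these data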;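 also: 0% = plate median of test compound wells and 100% = 2 mM ZnCl2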
IDE inh – human IDE inhibitors in live cells, primary screen, fluorescence polarization, HEK cells, FAbetaB substrate; AID 434962, 2010; Insulin-degrading enzyme (Homo sapiens), P14735; FAbetaB cleavage; inhibition, % at 5.59 µM; hit rate 0.41% among 320,000;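 active = percent inhibition above the average of all tested compounds plus 3 SD, set per screening campaign, cut at about 16% in these data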;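 also: IDE supplied by intact live HEK cells; FP after avidin binding of uncleaved biotin substrate so inhibition keeps polarization high; 0% = DMSO wells and 100% = 60 µM reference IDE inhibitor Ii1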
* = called active by the depositor; . = no result given; [ ] = another dose, or the depositor's remark.

SMILES	MEKK3 PB1 HTS	NALP1 inh	SUMO HTRF inh	p-CIP stab down	IDE cell activ	MEKK2 WT-MEK5	MEKK2 mut-MEK5	PfM18AAP inh	IDE inh
CCOc1ccc(S(=O)(=O)N/N=C(\C)Cc2ccc(OC)cc2)cc1	93	5	8	-9	-3	91	-2	2	-2
O=S(=O)(NCCc1nnc2ccc(SCc3cccnc3)nn12)c1ccccc1	96	6	-10	8	-2	88	-1	-2	-4
CSc1ccccc1OCc1cc(C(=O)N2CCN(c3ccccc3)CC2C)no1 (stereo not drawn)	101	18	7	-2	5	98	-1	-6	0
COc1ccc(C(=O)n2nc(-c3ccco3)nc2SC)cc1OC	108	.	18	-5	3	108	2	-4	-3
COc1cccc(C(O)Cc2nc3ccccc3n2C)c1OC (stereo not drawn)	91	-8	-3	-5	5	84	-11	-6	-8
COc1ccc(NS(=O)(=O)c2cc(NC(=O)C3CC3)ccc2N2CCOCC2)cc1	106	-10	24	1	6	95	-4	5	-5
Cc1ccc(S(=O)(=O)N2CCC(=O)N(C(COCc3ccc(Cl)c(Cl)c3)Cc3ccccc3)CC2)cc1 (stereo not drawn)	99	29	-9	-3	.	98	2	0	-1
COc1ccccc1/C=C/C(=O)OCC(=O)Nc1cc(C(F)(F)F)ccc1N1CCOCC1	91	24	-5	-9	-3	92	-2	-1	.
COc1ccc2cc(CCNC(=O)c3c(-c4ccccc4Cl)noc3C)c(=O)[nH]c2c1	103	.	10	-5	6	108	14	-12	0
O=C(NCC1CCCO1)c1cc(NS(=O)(=O)c2cccs2)cc(NS(=O)(=O)c2cccs2)c1 (stereo not drawn)	106	38	2	-3	6	104	-1	-4	-10

Overlap with the part before: four entries; new compounds follow.
SMILES	MEKK3 PB1 HTS	NALP1 inh	SUMO HTRF inh	p-CIP stab down	IDE cell activ	MEKK2 WT-MEK5	MEKK2 mut-MEK5	PfM18AAP inh	IDE inh
Cc1ccc(S(=O)(=O)N2CCC(=O)N(C(COCc3ccc(Cl)c(Cl)c3)Cc3ccccc3)CC2)cc1 (stereo not drawn)	99	29	-9	-3	.	98	2	0	-1
COc1ccccc1/C=C/C(=O)OCC(=O)Nc1cc(C(F)(F)F)ccc1N1CCOCC1	91	24	-5	-9	-3	92	-2	-1	.
COc1ccc2cc(CCNC(=O)c3c(-c4ccccc4Cl)noc3C)c(=O)[nH]c2c1	103	.	10	-5	6	108	14	-12	0
O=C(NCC1CCCO1)c1cc(NS(=O)(=O)c2cccs2)cc(NS(=O)(=O)c2cccs2)c1 (stereo not drawn)	106	38	2	-3	6	104	-1	-4	-10
COCCN(C(=O)c1snc(C(N)=O)c1N)C(C(=O)NC1CCCCC1)c1cc(OC)c(OC)c(OC)c1 (stereo not drawn)	106	11	12	-3	6	111	7	-1	-4
COc1ccc(-c2cc(C(F)(F)F)nc(SCCC(=O)N3CCOCC3)n2)cc1	106	-9	22	-8	4	103	4	-1	-3
CCc1cccc2c1NC1(CCCC1)CC2C (stereo not drawn)	86	.	26	-5	6	100	4	2	-10
CCn1c(/C=C2\C(=O)Nc3ccccc32)nc2ccccc2c1=O	94	2	4	-6	4	98	-1	7	3
Cc1cc(C)c(C(=O)Nc2cccc(F)c2)c(Cl)n1	100	-4	13	-11	-3	97	-7	-13	11
CCOC(=O)C[N+](C)(C)CCOC1CC2CCC1(C)C2(C)C (stereo not drawn)	111	4	2	-33	2	104	3	-11	-3
O=C(CN1C(=O)CNC1=O)Nc1cccc(C(F)(F)F)c1	100	11	20	0	9	100	0	-11	2
CCN(CC)S(=O)(=O)c1ccc(N/N=C(\C)c2ccncc2)nc1	99	-15	11	-25	2	98	-2	4	-3
Cc1cccc(NC(=O)CSc2nc3ccccc3nc2N2CC(C)OC(C)C2)c1 (stereo not drawn)	97	7	-8	-10	0	92	-8	-12	5
O=C(CCCOc1ccccc1)N1CCCc2ccccc21	103	.	-4	-6	0	102	2	-14	-4
O=C(c1ccco1)N1CCN(Cc2nc3ccccc3c(=O)n2-c2ccc(F)cc2)CC1	89	-3	2	-5	2	95	-9	3	2
Cc1ccc(C(=O)NCC(=O)OCC(=O)c2cc(C)n(Cc3ccco3)c2C)cc1	100	23	13	0	5	103	2	-16	2
CCC(=O)Nc1cccc(-c2nc3ccccc3c(=O)o2)c1	.	1	-7	-11	1	.	.	-15	-15
O=C(COC(=O)Cc1ccc(Cl)cc1)Nc1c(F)cccc1F	93	-9	11	-8	0	95	-3	-2	4
O=c1nccc(Nc2ccccc2)[nH]1	93	16	5	4	-1	93	10	1	4
COc1ccc(NC(=O)Cn2c(NCC(C)O)nc3ccccc32)cc1Cl (stereo not drawn)	105	10	10	0	10	110	-3	0	7
C[C@H](NC(=O)c1nc[nH]c1C(=O)NCc1ccccc1)C(=O)OCc1ccccc1	101	10	-5	-4	-4	92	-3	-7	2
CCc1ccc2c(CN3CCOCC3)cc(=O)oc2c1	102	21	3	-10	4	102	1	-10	2
O=C(c1cc(C2CC2)on1)N1CCCC(N2CCN(c3ccc(F)cc3)CC2)C1 (stereo not drawn)	105	-3	-3	-4	6	105	9	5	0
Cc1cc(C)n(-c2nnc(NC(C)(C)C)nn2)n1	108	16	-7	3	5	108	0	2	5
COCCNC(=S)N(CCO)Cc1cc2cc3c(cc2[nH]c1=O)OCCO3	103	0	14	-5	-12	99	-2	16	9
CC(C)Oc1cccc(C2NC(=O)c3ccccc3O2)c1 (stereo not drawn)	104	2	4	-4	-3	100	1	0	0
COc1ccc(-n2nc(C)c3onc(C)c3c2=O)cc1	85	8	11	0	.	84	-28	-9	0
CC(=O)N/C(=C\c1ccc(F)cc1)C(=O)NC(Cc1c[nH]c2ccccc12)C(=O)O (stereo not drawn)	93	15	-1	6	6	98	2	2	6
COC(=O)c1c(C)[nH]c(C(=O)CSc2nnnn2-c2ccccc2)c1C	.	12	-9	0	2	.	.	19	1
CCCn1c(=O)c(-c2nc3ccccc3[nH]2)c(O)c2ccccc21	103	-1	19	14	2	99	7	4	4
O=C1NC[C@@H](Cc2ccc(O)cc2)N(CCc2cccc3ccccc23)C1=O	96	.	3	1	0	90	5	.	1
CC(C)N(Cc1ccccc1)S(=O)(=O)N(C)C	106	17	12	-4	4	104	5	-7	5
Cc1ccc(-c2nnc(CCC(=O)N(C)Cc3nccs3)o2)s1	82	4	-5	-4	0	81	-14	-11	-3
O=C(Cn1ccc2cc(S(=O)(=O)N3CCCC3)ccc21)NCCc1ccccc1	91	0	4	-7	1	94	-3	2	7
O=C(COC(=O)c1cccnc1Cl)c1ccc(F)cc1	96	7	3	-20	5	96	-9	-7	-5
CCOC(=O)C1CCN(C(=O)c2ccc3c(c2)S(=O)(=O)c2ccccc2C3=O)CC1	100	4	8	1	-2	103	0	-2	-2
CC(Cl)c1cc(-c2ncc(C(F)(F)F)cc2Cl)no1 (stereo not drawn)	103	6	-2	-5	5	103	-3	-2	-6
CCCc1n(CC)c2ccccc2[n+]1CC(O)COC1CCCCC1 (stereo not drawn)	99	-4	11	-8	5	97	2	-9	2
CCCC(c1nnnn1Cc1ccc2c(c1)OCO2)N1CCC(C(N)=O)CC1 (stereo not drawn)	100	14	22	-15	4	92	-9	-10	5
CCOc1ccc(C2c3[nH]c4ccccc4c3C[C@H]3C(=O)N(C4CCN(Cc5ccccc5)CC4)CC(=O)N23)cc1OC (stereo partly drawn)	110	10	7	-17	3	117	15	6	.
CC(C)Cn1c(=O)c(C(=O)Nc2ccccc2S(N)(=O)=O)c(O)c2ccccc21	102	.	10	3	3	99	6	-3	1
COc1ccc2nc(C)cc(SCC(=O)Nc3c(C)cccc3C)c2c1	99	14	11	-24	4	116	16	2	-1
Cc1nc2cc3ccccc3cc2c(=O)[nH]1	93	-10	22	35	-4	101	5	-2	9
Cc1ccc(-c2nn(CC(=O)NCc3ccco3)c(=O)c3ccccc23)cc1	102	20	3	2	3	101	5	5	5
COc1ccccc1NC(=O)C1CCCN(c2ncnc3c2nc2n3CCCCC2)C1 (stereo not drawn)	95	13	6	0	3	93	-10	-5	2
CC(=O)NC1=NC(=O)CS1	99	-5	-23	9	-5	100	8	3	-2
CCN(CCCNC(=O)CCC(=O)N1CCOc2ccccc21)Cc1ccccc1	101	15	21	-2	6	112	8	9	4
Cc1nc(Nc2ccc(Cl)cc2)c2oc3ccccc3c2n1	94	17	0	13	4	95	-9	2	5
Cc1cc(C)n(C(=O)c2cc(F)c(F)cc2C)n1	97	0	-6	-1	1	97	-2	-4	2
COc1ccc(NC(=O)CSc2nnc(-c3ccc(C)cc3)n2N)cc1	102	10	-3	-18	-1	102	-1	6	3
CN1CCN(Cc2nc(N)nc(Nc3ccc4c(c3)OCCO4)n2)CC1	98	12	20	2	-2	96	-3	3	3
Cc1ccc(C)c(OCCNc2ccc([N+](=O)[O-])cn2)c1	98	14	-3	-5	3	100	3	-4	-2
C=CCNC(=O)C1CC(=O)N(c2ccc(OCC(=O)Nc3ccc(CC)cc3)cc2)C1 (stereo not drawn)	103	2	8	-11	-6	105	13	8	9
CN(c1ccccc1C(=O)O)S(=O)(=O)c1ccc2c3c(cccc13)C(=O)N2	97	6	12	-2	-1	98	-5	-7	1
Following part:
SMILES	MEKK3 PB1 HTS	NALP1 inh	SUMO HTRF inh	p-CIP stab down	IDE cell activ	MEKK2 WT-MEK5	MEKK2 mut-MEK5	PfM18AAP inh	IDE inh
O=C(CCCC(=O)N(CC(=O)NC1CCCC1)C1CCCC1)Nc1ccccn1	72*[inhibitor]	14	11	-23	-1	87	-12	-11	-4
C/C(=N/NS(=O)(=O)c1ccc(C)cc1C)c1c[nH]c2ccccc12	101	7	-15	-8	5	98	-1	-38	.
O=C(NNS(=O)(=O)c1ccccc1)c1cccnc1	84	16	14	-4	2	82	-19	2	1
O=C(O)c1cccc(N2C(=O)c3cccc(Oc4ccc(Cl)cc4)c3C2=O)c1	131*	18	12	1	1	101	-1	2	-3
Cc1ccc(NC(=O)CSc2nnc(Cc3ccccc3)o2)c(C)c1	102	-12	15	6	4	101	2	4	6
COc1cccc(C(=O)NCCNC(=O)c2cnccn2)c1	96	-1	-2	6	2	93	-4	1	1
COc1cc(/C=N/NC(=O)c2ccc(CN3c4cccc5cccc(c45)S3(=O)=O)cc2)cc(OC)c1O	97	12	26	-11	.	96	0	3	.
CCCOc1ccc(N2C(=O)CC(N3CCC(O)(c4cccc(C(F)(F)F)c4)CC3)C2=O)cc1 (stereo not drawn)	106	-2	-26	-11	1	105	12	-71	0
Cc1ccc(COc2ccc(/C=N/NC(=O)CN3CCCCC3)cc2)cc1	114	14	-2	-2	0	126	-4	3	6
CC(C)(C)C(=O)/C(=C\c1ccc([N+](=O)[O-])cc1)n1cncn1	106	55*	-40	8	.	108	4	7	7
CCn1ccnc1CN(C)C(=O)C1CCC(=O)N(CCc2cccc(F)c2)C1 (stereo not drawn)	101	21	0	-3	1	109	4	-3	4
NC(=O)CC(NC(=O)c1ccccc1)c1ccc(NC2CCCCC2)c([N+](=O)[O-])c1 (stereo not drawn)	98	.	24	-13	2	96	-7	.	-2
CCOC(=O)C(=O)N=Nc1c(O)n(C)c2ccccc12	104	5	23	-2	1	102	0	1	-3

This is a subset; rates above refer to the full screens.
